# Screening results (PubChem)
# PKM2 activator: increases activity of human pyruvate kinase M2; P14618; AID 1631; Potency, µM (doses to about 57.5 µM), for inactives: at the top dose activation, usual class: activators; purified PKM2, Kinase-Glo ATP luminescence, activation; response scale: 0% is enzyme alone, no compound; 260,000 tested, 0.34% active; note: potency is the fitted concentration of half-maximal effect; % is set by controls: 0 for no effect and ±100 for the full control effect; nearly all actives have a fitted effect of over 55% in size
#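 Purified hPK-M2 (>95% pure) converted ADP (0.1 mM final) to ATP with 0.5 mM PEP in 50 mM imidazole pH7.2, KCl, MgCl2, Tween 20, BSA; 1 h at room temperature. ATP detected by Kinase-Glo luminescence.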
# FLuc counter: counter-screen for miR-21 project: firefly luciferase inhibitors or activators; purified FLuc, Km substrates, luminescence inhibition; Potency, µM (highest dose often 57.5 µM), inactives show at the top dose activity change, negative = inhibition, actives largely listed as inhibitors; 360,000 tested, 6.9% active; AID 588342;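 note: potency is the fitted concentration of half-maximal effect; plate controls were vehicle for no effect and reference inhibitor for full effect; nearly all actives have a fitted effect of over 55% in size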
#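 Purified P. pyralis luciferase (10nM final) with 10uM D-luciferin and 10uM ATP (Km levels) in 50mM Tris acetate pH 7.5, 10mM Mg acetate, 0.01% Tween-20, 0.05% BSA; qHTS 6-point titration, ~60 µM downward; luminescence read.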
# RORgamma inh: ROR gamma (mouse) transcription inhibition; Drosophila S2 Gal4-RORgamma UAS-luciferase reporter, 20 h; P51450; Potency, µM (top dose mostly 53.6 µM), for inactives: at the top dose activity change, negative = inhibition, most hits filed as inhibitors; 310,000 tested, 5.4% active; note: potency is the fitted concentration of half-maximal effect; % is set by controls: 0 for no effect and ±100 for the full control effect; nearly all actives have a fitted effect of over 60% in size
# Target sequence (P51450 whole entry, looked up, the tested form may be a part): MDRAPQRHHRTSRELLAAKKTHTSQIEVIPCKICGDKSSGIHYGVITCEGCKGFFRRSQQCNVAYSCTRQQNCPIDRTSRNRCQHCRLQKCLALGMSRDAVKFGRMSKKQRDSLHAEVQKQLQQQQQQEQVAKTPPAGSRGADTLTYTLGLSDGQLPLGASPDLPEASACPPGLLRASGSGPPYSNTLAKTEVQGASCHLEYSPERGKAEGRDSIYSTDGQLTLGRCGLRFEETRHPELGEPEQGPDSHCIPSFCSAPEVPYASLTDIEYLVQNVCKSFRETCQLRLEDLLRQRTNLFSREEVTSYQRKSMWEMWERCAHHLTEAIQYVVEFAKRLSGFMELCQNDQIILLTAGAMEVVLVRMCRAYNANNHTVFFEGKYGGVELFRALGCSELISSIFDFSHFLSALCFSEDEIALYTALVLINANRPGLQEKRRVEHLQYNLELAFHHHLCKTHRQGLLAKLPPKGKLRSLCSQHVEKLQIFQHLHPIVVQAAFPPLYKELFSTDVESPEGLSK
#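 Using a luciferase readout, inhibitors were identified by reduced reporter activity in Drosophila cells coexpressing a copper-inducible Gal4–ROR gamma fusion and UAS-driven Photinus luciferase, incubated 20 hr after 700 uM copper sulfate.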
# p53 reactivation: mutant p53 re-activation in reporter cells. H1299 p53-A138V BP100-luciferase reporter, luminescence, 24 h. Potency, µM (series often up to 92.2 µM), without a hit: at the highest dose activity change, positive = activation, hits mostly activators. 320,000 tested, 0.063% active; note: potency is the fitted concentration of half-maximal effect; % of control where 0% means no effect; nearly all actives have a fitted effect of over 45% in size
#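 p53-null H1299 cells stably carrying temperature-sensitive p53-A138V and a BP100-luciferase reporter were pinned with compounds (4-point, 1:5 series) and held 24 hrs at 37 deg C. Luminescence was read 10 min after detection reagent.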
# BRCA1 expr act: BRCA1 expression activation; MCF7-BRCA1-FFLuc reporter, luminescence, 48 h; response scale: scaled: vehicle 0%, 10 µM genistein 100%; Potency, µM (doses to about 46.1 µM), inactives show top-dose activation, usual class: activators; 380,000 tested, 1.1% active; note: potency is the fitted concentration of half-maximal effect; nearly all actives have a fitted effect of over 80% in size; some results filed as inactive show a strong effect at the top dose
#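 Compounds are tested at multiple concentrations on MCF7 BRCA1-luciferase reporter cells seeded at 2000 per well; after 48 h, a single luminescence end-point is taken and curves fitted to the normalized data.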
# Menin MLL FP TR: displaces Texas Red mutant MLL peptide from human menin; O00255; Menin + Texas Red MLL mutant peptide, fluorescence polarization; Potency, µM (top dose mostly 61.6 µM), inactives show at the top dose FP activity change, negative = inhibition, actives largely listed as inhibitors; 270,000 tested, 0.23% active; AID 1768; active = well fitted inhibition curve with a large enough effect in the polarisation, with a control signal flat, not every such curve was filed as active; inconclusive = small, poorly fitted or top-dose-only effect, or effect the other way, or a change in a side signal; inactive = no such curve, though single readings can be large or run the other way; the % refers to the polarisation; note: potency is the fitted concentration of half-maximal effect; % of control where 0% means no effect; many of its hits are not listed in these tables
# Target sequence (O00255 whole entry, looked up): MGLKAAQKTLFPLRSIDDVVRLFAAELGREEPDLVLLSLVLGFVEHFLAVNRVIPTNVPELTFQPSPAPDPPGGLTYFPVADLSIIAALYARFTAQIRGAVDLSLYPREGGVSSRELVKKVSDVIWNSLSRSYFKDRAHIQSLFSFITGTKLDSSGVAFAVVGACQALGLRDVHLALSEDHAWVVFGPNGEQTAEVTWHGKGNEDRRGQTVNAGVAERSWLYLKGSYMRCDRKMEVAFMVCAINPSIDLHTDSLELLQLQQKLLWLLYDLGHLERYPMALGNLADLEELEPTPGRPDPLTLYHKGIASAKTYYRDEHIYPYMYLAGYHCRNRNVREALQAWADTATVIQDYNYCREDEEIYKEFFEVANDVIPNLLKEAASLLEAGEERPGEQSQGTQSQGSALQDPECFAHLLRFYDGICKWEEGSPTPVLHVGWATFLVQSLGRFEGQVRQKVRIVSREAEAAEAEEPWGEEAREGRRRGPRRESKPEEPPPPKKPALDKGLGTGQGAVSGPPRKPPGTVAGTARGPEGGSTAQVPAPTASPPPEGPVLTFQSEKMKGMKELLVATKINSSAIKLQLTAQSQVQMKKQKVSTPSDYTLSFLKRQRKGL
# Rab9 prom act: activates the Rab9 promoter. Huh7 Rab9 promoter-luciferase reporter, luminescence, 24 h. Potency, µM (series often up to 9.22 µM), for inactives: at the top dose activation, negative = inhibition, most hits filed as activators. 320,000 tested, 2.8% active; note: potency is the fitted concentration of half-maximal effect; % of control where 0% means no effect; nearly all actives have a fitted effect of over 60% in size
#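 Cells were plated at 1500 per well in reduced-serum medium with 10% FBS and left 2 h. Compound in DMSO was then added for 24 h at 37 °C. Reporter signal was read by luminescence after 10 min with luciferase detection reagent.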
# Giardia killer: kills Giardia lamblia; Giardia lamblia trophozoite viability; 340,000 tested, 0.15% active; activity change, % at 7.66 µM, hits read low; in the data active = activity change below about -80%; inconclusive = between about -30% and that limit;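 note: parasites exposed to compound for two days anaerobically before the ATP read; % is set by controls: 0 for no effect and ±100 for the full control effect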
#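 Each well holds 100 Giardia trophozoites and compound. After two days (48 hrs) at 37 deg C in anaerobic conditions, ATP is quantified by luminescence.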
# VP16 counter: counter-screen for ROR gamma inhibitors: Gal4-VP16 reporter; Drosophila S2 Gal4-VP16 UAS-luciferase, luminescence, 20 h; Potency, µM (titrated, usually from 53.6 µM), inactives show at the top dose activity, negative = inhibition, hits mostly inhibitors; 310,000 tested, 3.5% active; AID 2546;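 note: Gal4-VP16 expression switched on by copper sulfate through the metallothionein promoter; potency is the fitted concentration of half-maximal effect; % is set by controls: 0 for no effect and ±100 for the full control effect; nearly all actives have a fitted effect of over 50% in size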
# ELG1 genotox: induces genotoxicity in HEK293T cells with luciferase-tagged ELG1. Potency, µM (series often up to 46 µM), for inactives: at the highest dose activity change, positive = activation, actives largely listed as activators. HEK293T ELG1-luciferase reporter, luminescence, 16 h. 330,000 tested, 1.3% active; note: potency is the fitted concentration of half-maximal effect; % of control where 0% means no effect; nearly all actives have a fitted effect of over 60% in size
#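 Step 1: seed 2,000 HEK293T ELG1-luciferase cells per well. Step 2: add compound or DMSO, incubate 16 hr at 37 °C. Step 3: ONE-Glo, 30 min at room temperature, read luminescence.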
# NPC1 promoter act: activates the NPC1 promoter | Potency, µM (series often up to 9.22 µM), without a hit: top-dose activation, most hits filed as activators | 320,000 tested, 2.4% active | Huh7 NPC1 promoter luciferase reporter, 24 h;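 note: potency is the fitted concentration of half-maximal effect; % of control where 0% means no effect; nearly all actives have a fitted effect of over 60% in size; reporter is driven by a mutant NPC1 promoter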
#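 Huh7 cells stably carrying NPC1 promoter–luciferase, plated in Opti-MEM with 10% FBS for 2 h, were exposed to compound in DMSO for 24 h at 37 °C; luciferase reagent was added for 10 min and luminescence read.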
# Starred values were filed as active, the others as inactive; u = inconclusive; x = no result given; & = joins results of further samples; [ ] = remark or other dose. Unless noted, calls come from the whole dose curve; as a rule, active = well fitted curve in the direction sought with a large enough effect; inconclusive = small, poorly fitted or top-dose-only effect, or another doubt; inactive = no such curve, though single readings can be large; an effect the other way counts as inactive or inconclusive. A portion of the library, so the mix of outcomes need not match the whole.
# Order of values – PKM2 activator | FLuc counter | RORgamma inh | p53 reactivation | BRCA1 expr act | Menin MLL FP TR | Rab9 prom act | Giardia killer | VP16 counter | ELG1 genotox | NPC1 promoter act
> Cc1ccc(C(=O)NC2CCc3ccccc3C2=O)cc1 (centres undefined)
    -9% | 12µM* | -24% | 22% | u | 2% | 2.2µM* | -8 | -5% | 5% | 2.5µM*
> C=CCN(C(=O)CNC(=O)c1ccco1)C(C(=O)NC1CCCC1)c1ccc(OC)cc1 (centres undefined)
    -1% | 0% | 28% | 5% | -4% | -29% | -10% | 12 | 1% | 3% | -1%
> O=C(CC(c1ccccc1)c1ccccc1O)NCCN1CCOCC1 (centres undefined)
    -5% | 2% | -1% | 7% | -18% | 3% | 1% | 13 | -5% | 1% | 2%
> CO/N=C/c1ccc(N2CCN(C(=O)c3ccc(C)cc3)CC2)c([N+](=O)[O-])c1
    1% | 1% | u | -6% | -55% | -18% | 0% | 8 | u | 2% | 1%
> S=C(N/N=C/c1ccccc1)N1CCOCC1
    -8% | 24µM* | 0.4µM* | 24% | -50% | 7% | -4% | -2 | 2.5µM* | 2% | 12%
> CNC(=O)CSc1cnc2ccccc2n1
    x | -2% | -6% | 3% | 1% | 8% | -4% | 17 | 5% | -1% | 0%
> CCC(C)(C)NC(=O)CCCSc1nc2ccccc2[nH]1
    -6% | u | 2% | 4% | 22% | x | 3% | 20 | 0% | -2% | 2%
> Cc1ccc(C(=O)C[n+]2cccc(C(N)=O)c2)cc1
    -1% | 0% | 1% | -1% | 13% | x | 9% | 21 | 2% | 0% | -4%
> Cc1ccc(CN2CCN(C/C=C/c3ccc(F)cc3)CC2CCO)o1 (centres undefined)
    20% | 2% | 30% | -3% | 29% | u | 11% | -6 | 1% | -5% | 1%
> CCOC(=O)c1ccc(S(=O)(=O)NCC(C)(C)N2CCOCC2)cc1
    1% | 0% | 19% | 3% | -5% | 0% | -1% | 2 | 3% | 0% | -6%
> COc1ccc(OC)c(NC(=O)CN2C(=O)CSc3ccc(S(=O)(=O)N4CCCC4)cc32)c1
    x | -2% | 1% | -5% | 7% | 1% | 4% | -6 | -8% | 0%[9.26 µM] | 4%
> Cc1cccc(NC(=O)[C@@H](NC(=O)[C@@H]2Cc3ccccc3CN2)C(C)C)c1
    3%[0.46 µM] | 3% | -5% | 12% | 43% | u | -1% | 26 | 1% | 4% | 2%
> CC1CN/C(=C\C(=O)c2ccc(Cl)cc2)C(=O)N1 (centres undefined)
    -13% | 2.4µM* | u | 41% | 1% | 3% | 0.5µM* | 2 | u | u | 0.4µM*
> O=C(c1ccc(N2CCNCC2)cc1)c1cccnc1
    0% | 3% | -17% | x | -28% | -4% | x | 1 | -1% | x | x
> CCCCN1C(=O)/C(=C(/C#N)C(N)=O)c2ccccc21
    8% | -2% | u | -41%[inhibitor] | -13% | 0% | -4% | 16 | u | 2% | -1%
> O=C(CSc1nc2c(c(=O)[nH]1)CCC2)Nc1cccc(F)c1
    18% | 3% | 15% | -1% | -7% | 4% | -6% | 3 | -4% | -9% | 2%
> COc1ccc(C(=O)NC2CCCCCC2)cc1S(=O)(=O)N1CCOCC1
    -10% | -1% | 17% | -3% | 10% | x | 0% | 5 | -3% | 0% | -2%
> CC(=O)Nc1ccc(NC(=O)/C(Cl)=C/c2ccccc2)cc1
    0% | 11µM* | 17% | u | -19% | -16% | u | 8 | 10% | -1% | 23%
> CC(=O)c1cccc(NC(=O)C2CCN(S(=O)(=O)c3cccs3)CC2)c1
    2% | 5% | 23% | -2% | 18% | -2% | -5% | 2 | -1% | -6% | 0%
> O=C(NCc1ccccc1OC(F)(F)F)C1CCC(=O)N(Cc2cccc(F)c2)C1 (centres undefined)
    3% | -1% | 28% | 16% | -4% | u | 0% | 17 | 2% | 1% | -4%

# An excerpt from above in order of formula weight, largest number first:
# Order of values – PKM2 activator | FLuc counter | RORgamma inh | p53 reactivation | BRCA1 expr act | Menin MLL FP TR | Rab9 prom act | Giardia killer | VP16 counter | ELG1 genotox | NPC1 promoter act
> COc1ccc(OC)c(NC(=O)CN2C(=O)CSc3ccc(S(=O)(=O)N4CCCC4)cc32)c1
    x | -2% | 1% | -5% | 7% | 1% | 4% | -6 | -8% | 0%[9.26 µM] | 4%
> CO/N=C/c1ccc(N2CCN(C(=O)c3ccc(C)cc3)CC2)c([N+](=O)[O-])c1
    1% | 1% | u | -6% | -55% | -18% | 0% | 8 | u | 2% | 1%
> CCC(C)(C)NC(=O)CCCSc1nc2ccccc2[nH]1
    -6% | u | 2% | 4% | 22% | x | 3% | 20 | 0% | -2% | 2%
> CCCCN1C(=O)/C(=C(/C#N)C(N)=O)c2ccccc21
    8% | -2% | u | -41%[inhibitor] | -13% | 0% | -4% | 16 | u | 2% | -1%
> CNC(=O)CSc1cnc2ccccc2n1
    x | -2% | -6% | 3% | 1% | 8% | -4% | 17 | 5% | -1% | 0%

# 2 of these compounds, set out differently.
smiles,PKM2 activator,FLuc counter,RORgamma inh,p53 reactivation,BRCA1 expr act,Menin MLL FP TR,Rab9 prom act,Giardia killer,VP16 counter,ELG1 genotox,NPC1 promoter act
CCCCN1C(=O)/C(=C(/C#N)C(N)=O)c2ccccc21,8%,-2%,u,-41%[inhibitor],-13%,0%,-4%,16,u,2%,-1%
O=C(CSc1nc2c(c(=O)[nH]1)CCC2)Nc1cccc(F)c1,18%,3%,15%,-1%,-7%,4%,-6%,3,-4%,-9%,2%

# Additional structures:
# Order of values – PKM2 activator | FLuc counter | RORgamma inh | p53 reactivation | BRCA1 expr act | Menin MLL FP TR | Rab9 prom act | Giardia killer | VP16 counter | ELG1 genotox | NPC1 promoter act
> O=C(CSc1nccc(=O)[nH]1)Nc1ccc(S(=O)(=O)N2CCOCC2)cc1
    2% | -2% | -4% | -1% | -4% | -6% | 2% | 6 | 3% | 3% | -2%
> CC(Sc1nnc(C2CC2)n1C1CC1)C(=O)N(C)C1(C#N)CCCCC1 (centres undefined)
    x | 3% | x | -2% | 5% | x | 1% | -3 | x | -1% | -1%
> CC(NC(=O)C1(C)CC1(Br)Br)C(C)(C)C (centres undefined)
    3% | 5% | 7% | 20% | -16% | 1% | 2% | -20 | 6% | -2% | 0%
> OCCC1CN(Cc2ccc3nsnc3c2)CCN1C1CCCCC1 (centres undefined)
    0% | -1% | 5% | -2% | 0% | -17% | 16% | 9 | 3% | 2% | 2%
> Cc1cc(C)cc(N2C(=O)CC(Sc3ccccc3C(=O)O)C2=O)c1 (centres undefined)
    4% | 0% | u | 0% | -10% | x | -3% | -6 | -17% | -1% | 3%
> Cc1ccnc(SCc2cc(=O)c(OC(=O)c3cc([N+](=O)[O-])ccc3Cl)co2)n1
    -7% | -11% | -25% | 22% | -5% | 6% | 2% | 64[activator] | 5% | 6% | 1%
> Cc1ccc2nc(NC(=O)c3ccc(S(=O)(=O)N4CCCc5ccccc54)cc3)sc2c1
    1% | 0%&-2% | u | -9% | 8%&-54% | u | -24% | 3 | -20% | 12% | -11%
> O=C(NNC(=O)c1c(F)cccc1F)c1ccccc1-n1cccc1
    8% | -4% | 23% | -15% | -8% | -1% | -12% | -4 | -5% | -12% | 1%
> Cc1ccc(Sc2nc(C)cc(C)c2S(C)(=O)=O)cc1
    12% | 6% | 28% | -3% | 3% | 44%[activator] | 1% | -8 | -4% | 1% | -6%
> Cc1nc(CSc2nsc(/C=C/N(C)C)c2C#N)cs1
    u | 24µM* | 17% | 1% | 0% | u | 13% | 25 | 5% | 1% | -15%
> CC12CCC(=O)N1C(C(=O)OCC(=O)Nc1ccc(Cl)c(Cl)c1)CS2 (centres undefined)
    3% | -14% | 0% | -2% | -17% | 29% | -2% | -4 | -7% | -1% | -1%
> Fc1cccc(NC(=S)N2CCc3ccccc32)c1
    0% | -19% | 8.9µM* | 14% | 10% | x | 16% | 12 | u | 1% | u
> C[n+]1ccccc1/C=C/c1ccc(F)c(F)c1
    -13% | 4% | 15% | x | -15% | -2% | -36%[inhibitor] | -20 | -12% | -10% | -19%
> O=C(Nc1ccccc1)N1CCSCC1
    -4% | 2% | 15% | -9% | 1% | 21% | -3% | -13 | -5% | -3% | -1%
> Cc1ccc(S(=O)(=O)N2CCN(c3cccc(C)c3)CC2)cc1
    1% | 0% | 9% | -4% | -17% | -7% | 5% | -11 | -2% | 0% | -1%
> CCOc1ccc(CCNC(=O)c2cc3sc(Cl)cc3n2C)cc1OCC
    -1% | 1% | -20% | -3% | -9% | x | 0% | 3 | 8% | -5% | -5%
